KCNQ2 inh – KCNQ2 channel blockers in CHO-K1 cells – cell-based, FluxOR thallium flux, B-score, primary screen (AID 2156); O88943; B-score at 10 µM; 20 min; stronger effect = lower value; hit rate 1.1% among 310,000;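 active means fluorescence ratio B-score at most minus 3 library SDs, with starting brightness B-score within 2 library SDs, cut at about -5.5 in these data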
STK33 kinase inh – blocks human STK33 kinase activity; AID 2661; inhibition, % at 10 µM; hit rate 0.073% among 320,000; purified STK33, MBP phosphorylation, ADP-Glo luminescence;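 active means inhibition at or above 25%, using the most active replicate where run in duplicate; inactive means inhibition below 25%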
Target sequence (Q9BYT3 whole entry, looked up): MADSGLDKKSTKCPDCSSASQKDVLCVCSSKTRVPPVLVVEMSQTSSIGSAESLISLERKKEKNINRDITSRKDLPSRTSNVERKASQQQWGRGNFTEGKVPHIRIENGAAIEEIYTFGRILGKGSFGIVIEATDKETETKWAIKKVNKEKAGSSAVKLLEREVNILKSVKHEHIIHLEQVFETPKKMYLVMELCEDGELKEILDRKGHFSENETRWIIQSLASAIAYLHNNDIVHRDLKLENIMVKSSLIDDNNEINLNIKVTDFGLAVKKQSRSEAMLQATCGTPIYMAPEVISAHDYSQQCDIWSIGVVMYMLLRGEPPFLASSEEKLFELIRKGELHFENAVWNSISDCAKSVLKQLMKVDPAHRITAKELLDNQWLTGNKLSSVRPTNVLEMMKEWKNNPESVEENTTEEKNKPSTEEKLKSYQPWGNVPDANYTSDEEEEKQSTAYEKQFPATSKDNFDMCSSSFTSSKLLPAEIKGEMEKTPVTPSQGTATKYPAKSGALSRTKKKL
Kir21 block – Kir2.1 (mouse) channel inhibition. AID 1672. hit rate 0.85% among 310,000. HEK293-Kir2.1, FluxOR thallium flux fluorescence; stronger effect = lower value. B-score at 10 µM. P35561;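 active means fluorescence ratio B-score at or below minus 3 SD of library scores, with starting-brightness B-score within 2 SD, cut at about -4.2 in these data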;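 further: channel flux triggered by added potassium and thallium sulfate stimulus; B-score of peak minus minimum fluorescence over baseline after thallium stimulus; more negative B-score means stronger Kir2.1 block with less thallium influx; some compounds called inactive have numbers as strong as hits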
Target sequence (P35561 whole entry, looked up): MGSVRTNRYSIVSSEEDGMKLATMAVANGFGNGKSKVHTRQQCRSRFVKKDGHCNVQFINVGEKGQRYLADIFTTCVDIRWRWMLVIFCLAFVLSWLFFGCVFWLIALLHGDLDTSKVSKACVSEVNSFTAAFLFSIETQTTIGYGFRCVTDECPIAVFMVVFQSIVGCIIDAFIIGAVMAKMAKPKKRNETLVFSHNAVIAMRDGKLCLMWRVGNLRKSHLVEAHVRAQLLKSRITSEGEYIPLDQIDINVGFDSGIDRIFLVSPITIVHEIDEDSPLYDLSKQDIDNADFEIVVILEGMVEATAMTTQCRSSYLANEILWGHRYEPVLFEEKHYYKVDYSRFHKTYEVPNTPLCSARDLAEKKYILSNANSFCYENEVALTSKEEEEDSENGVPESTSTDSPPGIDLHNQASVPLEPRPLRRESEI
Starred values were filed as active, the others as inactive; i = inactive; / = no result given.

Kir21 block,KCNQ2 inh,STK33 kinase inh,Compound
-4.01,i,/,COc1ccc(C2NCCc3c2[nH]c2ccccc32)cc1CN1CCc2cc(OC)c(OC)cc2C1C (stereo not given)
0,i,-0.2,CCNc1nc(SC(C)C(=O)Nc2ccccc2)nc(N2CCOCC2)n1 (stereo not given)
2.53,i,-3.5,Cc1ccc(/C=N/NC(=O)COc2ccccc2-c2ccccc2)cc1
-0.06,i,-2.0,O=C(Cn1cnc([N+](=O)[O-])n1)c1ccc(O)c(O)c1
0.68,i,-0.7,Cc1ccc(OCCCCN2CCCCC2)c(C)c1
0.92,i,0.1,CCCN(C(=O)c1cc(CC)c(C)s1)c1c(N)n(Cc2ccccc2)c(=O)[nH]c1=O
0.67,i,-1.0,CCc1ccc(OCC(=O)NNC(=O)CSc2nnc(-c3ccc(C)cc3)n2C)cc1
1.25,i,-1.4,N#Cc1c(NC(=O)c2ccc(-c3ccccc3[N+](=O)[O-])o2)sc2c1CCCC2

Part of the list above, as labelled records:
CCc1ccc(OCC(=O)NNC(=O)CSc2nnc(-c3ccc(C)cc3)n2C)cc1
- Kir21 block = 0.67
- KCNQ2 inh = i
- STK33 kinase inh = -1.0

N#Cc1c(NC(=O)c2ccc(-c3ccccc3[N+](=O)[O-])o2)sc2c1CCCC2
- Kir21 block = 1.25
- KCNQ2 inh = i
- STK33 kinase inh = -1.4

Remaining list, next part:
Kir21 block,KCNQ2 inh,STK33 kinase inh,Compound
1.35,i,-0.7,CC(C)(C)c1nc(SCC(=O)Nc2ccc3c(c2)OCCO3)c2ccccc2n1
-0.65,i,0.0,CN1OC(COC(=O)c2ccc(Cl)cc2)CC1c1ccccc1 (stereo not given)
1.18,i,-1.0,NC(=O)c1ccccc1NC(=O)c1ccccc1Cl
-0.71,i,-2.0,CCCCc1ccc(S(N)(=O)=O)cc1
0.63,i,-2.2,CS(=O)(=O)N(CC(=O)Nc1ccc(S(=O)(=O)N2CCCC2)cc1)c1ccccc1
-0.28,i,4.6,CCOC(=O)COc1ccc(C(=O)Nc2cccc(Cl)c2C)cc1
-0.89,i,-1.7,CCCNC(=O)NC(=O)CSc1nnc(-c2ccncc2)n1CC
1.05,i,2.5,Cc1cc(N)ccc1N1CCCC1
0.98,i,6.7,O=C(Cc1ccc(Cl)cc1)Nc1cccc(C(=O)Nc2ccccc2C(=O)O)c1
0,i,-0.8,Cc1ccc2nc(-c3cccnc3)cc(C(=O)Nc3ccc(F)cc3C)c2c1
1.11,i,-0.5,COC(=O)C(NC(=O)c1ccccc1C(=O)O)c1ccc2ccccc2c1 (stereo not given)
-0.36,i,-1.7,Cc1cc(NC(=O)CSc2nnc(-c3ccncc3)n2C)n(-c2ccccc2)n1
-0.06,i,9.6,Cc1cc2[nH]ncc2cc1NC(N)=S
-1.39,i,-0.9,CN(C)S(=O)(=O)c1cccc(C(=O)NCC(=O)NC2CCN(Cc3ccccc3)CC2)c1
-0.42,i,-2.0,O=C(NCc1ccccn1)C(=O)N/N=C/c1ccc2c(c1)OCO2
-0.23,i,-0.5,CCOc1ccc(CN(C)C(C)C(=O)NCc2ccccc2)cc1 (stereo not given)
1.38,i,0.8,O=C(NCCSc1ccccc1)c1ccc(Br)cc1
-0.43,i,-0.7,CCc1ccccc1NC(=S)N1CCNC(=O)C1CC(=O)OC (stereo not given)
-0.03,i,-0.6,COc1cccc(-n2c(=O)c3c(C)c(C(=O)N(C)C)sc3n(CC(=O)NCC3CCCO3)c2=O)c1 (stereo not given)
-0.02,i,-1.2,O=C(N/N=C/c1ccc(F)cc1)c1cc(-c2ccc3c(c2)OCO3)n[nH]1
-0.18,i,-0.7,COc1cccc(C(=O)C2CCCN(C(=O)CCC3=NNC(=O)CC3)C2)c1 (stereo not given)
0.14,i,0.1,O=c1cc(N=Nc2ccc(Cl)cc2)[nH]c(=O)[nH]1
-0.05,i,-0.9,COC(=O)C1=C(N)Oc2c(oc(CO)cc2=O)C1c1c(F)cccc1Cl (stereo not given)
0.28,i,-1.0,CN(Cc1ccccc1)C(=O)COc1cc(=O)n(C)c2ccccc12

Single entries from the results shown:
Result for `CN(Cc1ccccc1)C(=O)COc1cc(=O)n(C)c2ccccc12` under STK33 kinase inh: -1.0
Result for `CC(C)(C)c1nc(SCC(=O)Nc2ccc3c(c2)OCCO3)c2ccccc2n1` under Kir21 block: 1.35

Structural class, those above with fluorine.
Kir21 block,KCNQ2 inh,STK33 kinase inh,Compound
0,i,-0.8,Cc1ccc2nc(-c3cccnc3)cc(C(=O)Nc3ccc(F)cc3C)c2c1
-0.02,i,-1.2,O=C(N/N=C/c1ccc(F)cc1)c1cc(-c2ccc3c(c2)OCO3)n[nH]1
-0.05,i,-0.9,COC(=O)C1=C(N)Oc2c(oc(CO)cc2=O)C1c1c(F)cccc1Cl (stereo not given)

Next section
Kir21 block,KCNQ2 inh,STK33 kinase inh,Compound
0.51,i,-3.2,C/C(=N/NC(=O)CNC(=O)Cc1ccccc1)c1ccc(Cl)cc1
0.98,i,-1.1,O=C(CN(Cc1ccccc1)S(=O)(=O)c1ccc(F)cc1)NCCC1=CCCCC1
1.66,i,-2.1,Cc1ccc(S(=O)(=O)N2CCC(C(=O)N/N=C/c3cccnc3)CC2)cc1
-0.37,i,-0.6,COCCCN1C(=O)c2ccc(C(=O)N3CCN(c4ccc(OC)cc4)CC3)cc2C1=O
-2.07,i,-0.3,Cc1ccc(-c2cc(C(=O)N3CC4(C)CC3CC(C)(C)C4)no2)cc1 (stereo not given)
1.27,i,0.8,O=C(O)CN1C(=O)/C(=C\c2ccccc2OCc2ccc(F)cc2)SC1=S
0.02,i,-0.8,COc1ccccc1NC(=S)NNC(=O)c1ccccc1
0.33,i,0.3,CC(C)CCNC(=O)CCCCn1c(=O)[nH]c2ccsc2c1=O
0.45,i,1.6,COc1cc(C(=O)NCCN2CCCC2)cc(OC)c1OC
-1.2,i,2.5,CC1(CC(=O)N/N=C/c2cc3c(cc2Br)OCO3)OCCO1
0.75,i,0.4,O=C1CC(Sc2ncccn2)C(=O)N1c1ccccc1 (stereo not given)
-1.06,i,-1.6,Cc1ccc(C(CNS(=O)(=O)c2ccc(F)cc2C)N2CCN(C)CC2)cc1 (stereo not given)
-0.49,i,0.4,CCCCOC(=O)C1[C@H]2C(=O)N(c3ccccc3CC)C[C@]23C=C[C@H]1O3 (stereo not given in full)
-0.45,i,-0.3,O=C(NC(NCCCN1CCOCC1)(C(F)(F)F)C(F)(F)F)C1CCCCC1
-0.62,i,-2.6,Nc1ccc(-c2nc3ccc(N)cc3o2)cc1
-0.03,i,0.4,CCC(C)(C)NC(=O)C(C(C)C)N(CC1CCCO1)C(=O)CNS(=O)(=O)c1ccccc1 (stereo not given)
1.44,i,-1.2,COc1ccc(COc2ccccc2C(=O)Nc2ccccn2)cc1[N+](=O)[O-]
-1.44,i,-0.6,CCOC(=O)C1(Cc2ccccc2)CCN(Cc2cnn(C(C)C)c2)CC1
0.78,i,0.0,Cc1ccc(NC(=O)CSc2nnnn2-c2cccnc2)c(C)c1
1.46,i,-0.9,Nc1ccccc1S(=O)(=O)C(F)F
0.99,i,-0.3,O=C(NC1CCCCC1)c1ccc(CS(=O)Cc2ccccc2Cl)o1 (stereo not given)
1.99,i,-0.7,COc1ccc(C(=O)C2CCCN(C(=O)C3=CCCC3)C2)c(C)c1 (stereo not given)
0.33,i,1.0,COc1cc(C(=O)Nc2ccc3c(c2)C(=O)N(CCC(=O)O)C3=O)cc(OC)c1OC
1.66,i,-0.3,Cc1ccccc1C(=O)c1c[nH]c(C(=O)NCCc2ccccn2)c1
-2.74,i,-2.0,O=C(O)c1cc(NCc2ccccc2)ccc1N1CCOCC1
0.41,i,-1.1,Cc1nn(C)cc1/C=N/NC(=O)c1ccco1
-1.56,i,-1.5,COc1c(C)cc(S(=O)(=O)NCCN2CCOCC2)c(C)c1C
-0.24,i,-1.3,CN(C1CCS(=O)(=O)C1)S(=O)(=O)c1ccccc1 (stereo not given)
-0.71,i,-0.9,O=C(Nc1ccccc1O)c1ccc2c(c1)C(=O)N(Cc1ccco1)C2=O
0.07,i,/,C1CCN=C(NC23CC4CC(CC(C4)C2)C3)CC1
0.48,i,-0.3,CC(=O)c1ccc(NC(=S)N(C)C2CCN(C)CC2)cc1
-0.07,i,-2.3,COC(=O)c1ccc(N2C(=O)CC(N3CCOCC3)C2=O)cc1 (stereo not given)
-2.06,i,0.3,Cc1ccccc1NC(=O)Cn1cccc1
0.93,i,-1.3,Cc1ccnc(NC(=O)c2ccc(Cl)cc2Cl)n1
0.03,i,1.2,Cc1ccc(/C=N/NC(=O)c2c[nH]c3ccccc23)s1
1.9,i,-2.0,Cc1ccc(CNCC(=O)Nc2ccc(C)cc2Br)cc1
0.28,i,-0.5,COc1cccc(C(=O)N/N=C(\C)c2ccc(NC(=O)Cc3ccccc3)cc2)c1OC
-1.01,i,0.9,COc1ccc(C(=O)NCCSCc2ccccc2)cc1OC
0.33,i,-0.3,CCCc1ccc(OCc2ccc(C(=O)N/N=C/c3cccnc3)o2)cc1
-1.79,i,-1.4,CC1Oc2ccccc2OC1C(=O)Nc1ccccn1 (stereo not given)
0.06,i,-0.7,CC(CNC(=O)CCS(=O)(=O)c1ccc2c(c1)NC(=O)CO2)c1ccccc1 (stereo not given)
1.49,i,1.1,COc1ccccc1-c1noc(CCC(=O)Nc2cc(C(F)(F)F)ccc2Cl)n1
1.69,i,-1.8,Cc1cc(NC(=O)CSc2nc3ccsc3c(=O)n2CCCCC(=O)O)no1
-0.52,i,-1.1,CCOC(=O)n1c(=O)[nH]c2ccc(Br)cc21
1.37,i,0.3,CCOC(=O)c1ccc(-c2cc(C)no2)[nH]1
0.55,i,/,COc1ccc(Br)cc1[C@H]1[C@H]2C=CC[C@@H](C)[C@@H]2C(=O)N1Cc1ccccc1
0.9,i,0.4,COC(=O)c1ccsc1-n1cc(C#N)c(=O)n(C)c1=O
-0.55,i,5.6,CCOC(=O)c1c(NC(=S)N2CCOCC2)sc(C)c1C
-0.02,i,1.1,CCOC(=O)Cc1nn[nH]n1
0.24,i,0.3,NC(=O)c1ccc(N=C2C(=O)Nc3ccc([N+](=O)[O-])cc32)cc1
0.81,i,-1.1,O=C(NC1CCCCC1)C1CCN(S(=O)(=O)c2cccs2)CC1
-0.83,-6.36*,-0.2,Cc1ccn2c(NC(=O)C(C)(C)Oc3ccc(Cl)cc3)c(-c3cccs3)nc2c1
1.25,i,-1.1,Cc1nc([N+](=O)[O-])c(C(=O)OCc2cccc(Br)c2)n1C
0.22,i,-0.2,O=C(Cc1cccc2ccccc12)NCC1CCCO1 (stereo not given)
0,i,-0.1,COc1cccc(C2=NOC(C(=O)Nc3cc(OC)c(OC)c(OC)c3)C2)c1 (stereo not given)
0.84,i,-1.3,CCC1(CC)Nc2ccccc2C(=O)N1c1ccc(OC)cc1

Additional compounds follow:
Kir21 block,KCNQ2 inh,STK33 kinase inh,Compound
0.08,i,-0.2,COc1cccc2[nH]c3c(N4CCC(C)CC4)ncnc3c12
1.08,i,/,COc1ccc(-n2c(SCC(C)=O)nc3sc(C)c(C)c3c2=O)cc1
0.19,i,-2.9,Cc1ccc2nc(SCC(=O)NCc3ccc(F)cc3)nc(=O)n2c1
-1.97,i,-1.1,CCN(C(=O)COc1cc(=O)n(C)c2ccccc12)c1cccc(Cl)c1
-0.17,i,-2.5,COc1ccccc1Nc1nc(N)nc(CSC(=S)N2CCCCC2C)n1 (stereo not given)
1.08,i,-1.0,CCC1=C(c2ccc(C)cc2)S(=O)(=O)N=C1N1CCC(C(=O)NCCCN2CCCCC2)CC1
-1.41,i,-2.4,Cc1c(C(=O)Nc2ccccn2)oc2c(Cl)cccc12
0.88,i,-1.6,O=c1cc(-c2ccccc2)nc(Sc2ccc([N+](=O)[O-])cc2[N+](=O)[O-])[nH]1
1,i,-3.1,CCCS(=O)(=O)c1nc(S(=O)(=O)c2ccc(C)cc2)c(NCc2ccccn2)s1
0.53,i,0.2,CC1CCCN(C(=O)CN2C(=O)CSc3ccc(S(=O)(=O)N4CCOCC4)cc32)C1 (stereo not given)
-2.18,i,-0.7,CN(Cc1c(F)cccc1Cl)c1nnnn1-c1ccccc1
-0.49,i,1.6,CCN(Cc1nc(-c2ccc(OC)c(OC)c2)no1)C(=O)c1ccc2c(c1)OCO2
-0.15,i,0.2,CCc1nc(N)c(C#N)c(-c2ccco2)c1C
2.84,i,-0.8,Cc1ccc(S(=O)(=O)N2CCN(c3ccccc3)CC2)c(C)c1
-1.18,i,-1.0,COc1ccc(CCn2c(C)nc3c(c(=O)c4ccccc4n3C)c2=O)cc1
0.01,i,1.5,Cn1c(C(=O)NCCN2CCOCC2)cc2c(=O)n(C)c3ccccc3c21
-1.97,-5.57*,-1.8,CC1(C)CN2C(=S)N(c3ccccc3)C(c3ccccc3)N2C1 (stereo not given)
0.06,i,1.8,CCc1cc(=O)oc2cc(OS(C)(=O)=O)ccc12

Entries of single compounds as entered above. Values in the order: Kir21 block | KCNQ2 inh | STK33 kinase inh
CN(Cc1c(F)cccc1Cl)c1nnnn1-c1ccccc1 across the screens: -2.18 | i | -0.7
CC1CCCN(C(=O)CN2C(=O)CSc3ccc(S(=O)(=O)N4CCOCC4)cc32)C1 (stereo not given) across the screens: 0.53 | i | 0.2
Cn1c(C(=O)NCCN2CCOCC2)cc2c(=O)n(C)c3ccccc3c21 across the screens: 0.01 | i | 1.5
CCN(Cc1nc(-c2ccc(OC)c(OC)c2)no1)C(=O)c1ccc2c(c1)OCO2 across the screens: -0.49 | i | 1.6
CCCS(=O)(=O)c1nc(S(=O)(=O)c2ccc(C)cc2)c(NCc2ccccn2)s1 across the screens: 1 | i | -3.1

Assay outcomes: PubChem, several laboratories
